Compound activity as filed in PubChem BioAssay.
hcGAS inh – inhibitors of human cGAS; AID 1259398; inhibition, % at 12.5 µM; 290,000 tested, 0.081% active; recombinant h-cGAS, ATP depletion, Kinase-Glo luminescence; Q8N884;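 note: 0% = vehicle reaction and 100% = reaction without DNA for no activity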
Target sequence (Q8N884 whole entry, looked up): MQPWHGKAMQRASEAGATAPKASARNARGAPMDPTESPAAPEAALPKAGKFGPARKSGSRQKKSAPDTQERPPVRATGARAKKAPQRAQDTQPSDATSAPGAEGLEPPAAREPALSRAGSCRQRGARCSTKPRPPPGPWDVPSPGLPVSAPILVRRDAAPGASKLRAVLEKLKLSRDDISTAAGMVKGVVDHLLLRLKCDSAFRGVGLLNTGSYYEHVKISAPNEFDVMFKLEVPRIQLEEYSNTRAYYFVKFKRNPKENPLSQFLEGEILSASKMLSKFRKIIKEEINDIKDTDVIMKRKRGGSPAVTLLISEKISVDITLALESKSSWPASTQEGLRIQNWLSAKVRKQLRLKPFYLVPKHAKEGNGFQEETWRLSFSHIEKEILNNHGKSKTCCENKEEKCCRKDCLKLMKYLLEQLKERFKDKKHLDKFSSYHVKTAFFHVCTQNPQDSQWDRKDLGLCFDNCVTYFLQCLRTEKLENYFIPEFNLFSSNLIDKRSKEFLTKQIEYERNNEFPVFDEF
mcGAS lum – inhibitors of mouse cGAS. 160,000 tested, 0.15% active. Q8C6L5. recombinant cGAS, Kinase-Glo ATP depletion luminescence. inhibition, % at 12.5 µM;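 note: 0% = negative control wells and 100% = reference inhibitor with no enzyme activity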
NPYLR7 ag – mosquito NPYLR7 agonism; HEK293T NPYLR7/Galpha15, GCaMP6s calcium fluorescence; 270,000 tested, 0.15% active; activation, % at 10 µM; in the data active = activation above about 40%;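 note: 0% = vehicle and 100% = reference agonist at the receptor; some compounds past the cut are filed as inactive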
* hit, by the source's call; / = no result given; & = joins results of further samples. Cut-off read from the data, not from the text of the source, unless noted: active = inhibition above about 40%; inactive = the rest.

Molecule	hcGAS inh	mcGAS lum	NPYLR7 ag
CCOC(=O)C(C)c1c(C)n[nH]c1C (stereo unspecified)	1.2	/	-0.1
O=C(c1cc(F)c(F)c(F)c1F)N1CCOC(COCc2ccc(F)cc2Cl)C1 (stereo unspecified)	1.9	/	-6.4
Cc1cc(Oc2cccc(Cl)c2)nc(SCc2ccccc2C)n1	-1.1	-3.4	14.4
O=C(CC1CCCCC1)Nc1ccc(F)c(N2CCCC2=O)c1	-1.4	/	-5.0
COc1ccccc1NC(=O)N(CC(=O)N1c2ccccc2-n2cccc2C1c1cccc(C)c1)C1CC1 (stereo unspecified)	-4.5	-3.8	2.7
CCOCCn1c(=O)c2c(nc3n(CCc4ccccc4)c(C)c(C)n23)n(C)c1=O	-4.1	-7.7	4.2
O=C(NCCc1csc2nc(-c3cccc(F)c3)nn12)C1CC1	-2.7	-7.3	-2.2
CCC[n+]1ccn2c(C)ccc2c1C	-4.6	/	-13.8
CC(=O)c1csc(C(=O)Nc2ccccc2NS(C)(=O)=O)c1	-0.2	5.3	-1.3
CC1CCCCN1C(C)CNC(=O)NCC1CCN(c2ccc(F)cc2)C1 (stereo unspecified)	-6.9	/	8.7
CS(=O)c1ccc(NS(=O)(=O)/C=C/c2ccccc2)cc1F (stereo unspecified)	-2.4	/	6.8
Cc1ccnc(NC(=O)C(C)NC(=O)c2ccccc2)c1 (stereo unspecified)	-8.2	-8.8	7.6
O=C(C=Cc1ccc(Br)s1)Nc1cccc(S(=O)(=O)N2CCCC2)c1	-5.9	-7.9	0.4
O=C(/C=C/c1ccc2c(c1)OCO2)N[C@H]1C[C@H]2CC[C@@H]1C2	-4.8	-3.0	2.2
COC(=O)c1cn(CCOc2ccc(C#N)cc2)c(C)n1	-1.5	-6.1	-0.9
CCc1nc2ccc(C(=O)NCc3ccccc3OC)cn2c1N(C)Cc1cccs1	-3.5	-1.8	9.1
COc1cccc(C(CN2CCN(S(=O)(=O)c3ccc(OC(F)F)cc3)CC2)OCc2cccc(Cl)c2)c1 (stereo unspecified)	-0.4	0.7	/
CSCCC(C(=O)O)N1C(=O)/C(=C\c2ccc(-c3ccc([N+](=O)[O-])cc3)o2)SC1=S (stereo unspecified)	-4.8	-1.2	2.6
CCOC(=O)C=Nc1c(N)n(C)c(=O)n(C)c1=O	0.7	/	5.4
CC(=O)Nc1ccc(F)c(C(=O)Nc2cc(Cl)cc(C)c2O)c1	-5.6	-10.1	6.5
CC(NC(=O)c1cccs1)C(=O)NCc1ccccc1OC(F)F (stereo unspecified)	-5.5	/	9.5
NS(=O)(=O)c1ccc(NC(=O)CCCSc2ccc(NC(=O)C3CC3)nn2)cc1	-2.6	-8.8	-0.7
COCc1cnc2c(c1SCC(=O)Nc1ccc(C(N)=O)cc1)c(=O)n(C)c(=O)n2C	-8.5	-8.2	5.1
CCc1ccc(NC(=O)CSc2nc(=O)n(CCN(CC)CC)c3c2CCC3)cc1	-4.6	-6.9	-0.4
C=CCN1CC(O)CN(C(=O)c2ccc(C)cc2)CC1=O (stereo unspecified)	-1.0	-5.0	3.3
Cc1ccc(OC(C)C(=O)Nc2ccnn2C(C)C)cc1 (stereo unspecified)	-16.1	/	1.3
Cc1cc(C)n(-c2ccc(SC3CCCCNC3=O)nn2)n1 (stereo unspecified)	-0.3	/	-7.9
N#CCCN(/N=C\c1cccc([N+](=O)[O-])c1)C1=NS(=O)(=O)c2ccccc21	-5.5	-9.3	-13.8
COc1ccc(S(=O)(=O)NCc2ccsc2)c(C)c1	-7.3	/	4.0
Cc1nc(-c2cccc(F)c2)nc(N2CCN(S(=O)(=O)c3ccc(Br)cc3)CC2)c1C	-15.1	-7.0	-1.1
Clc1ccc(C(OCCCN2CCN(Cc3nccs3)CC2)c2ccc(Cl)cc2)cc1	-2.6	1.1	1.7
CCCCNC(=O)CS(=O)Cc1ccc(C(C)(C)C)cc1 (stereo unspecified)	4.4	/	-2.0
COc1cccc(N2CCN(c3nc(-c4cc5ccccc5o4)nc4ccccc34)CC2)c1	1.2	-3.5	-1.1
Cc1ccc(-n2nc(C)c(CCC(=O)NC3CCOC3=O)c2C)cc1C (stereo unspecified)	-6.5	-3.9	-5.3
C=CCN(Cc1csc(COc2ccccc2C(C)C)n1)C(=O)c1cccc(OC)c1	3.3	2.3	-18.4
Cn1ncc(Oc2cccc(C(F)(F)F)c2)c(Nc2cccc(C(=O)NCc3ccco3)c2)c1=O	-5.5	-8.4	3.2
Cc1cccc(Cn2nc(-c3cc(C)ccc3C)ccc2=O)c1	-6.6	/	10.7
CC(C)c1csc(C(=O)Nc2ccc(CS(C)(=O)=O)cc2)n1	-10.1	/	6.9
CCN(CC(=O)NC(C)C)Cc1cc(Cl)nc(Cl)c1	-6.9	-14.8	7.5
CN(C)S(=O)(=O)c1ccc(C(=O)NCc2n[nH]c(=S)n2-c2ccccc2)cc1	-4.7	-7.2	-4.7
Cc1ccc(C(=O)NNc2nc(Nc3ccccc3)nc(N3CCCC3)n2)cc1	-2.7	-5.4	4.0
Cn1c(=O)c2c(ncn2CC(O)CO)n(C)c1=O (stereo unspecified)	-3.6&-5.8	-4.8	-4.0&-1.8
COCC1(C(=O)N2CCNC(=O)C2CC(=O)OC)CCC1 (stereo unspecified)	-3.4	-12.1	11.9
O=C(Nc1nn(Cc2ccc(C(F)(F)F)cc2)c2ccccc12)c1ccco1	-2.0	-4.4	9.0
COCC(=O)N1CCN(c2cc(Oc3ccc(F)cc3C)ncn2)CC1C (stereo unspecified)	-7.5	-5.9	-9.2
Cc1nc(C)c(Cc2ccc([N+](=O)[O-])cc2)c(N2CCN(C(=O)c3cccc(C(F)(F)F)c3)CC2)n1	-3.5	-5.3	-1.2
CCc1nccc(C2CC(=O)Nc3cc(OC)c(OC)c(OC)c32)n1 (stereo unspecified)	-5.2	-17.7	6.7
CCn1cc(NC(=O)Nc2ccccn2)c2ccccc21	-7.7	/	13.6
Cc1nn(-c2ccc(N3CCCC3)nn2)c2c1C(c1cccc(O)c1)CC(=O)N2 (stereo unspecified)	-2.1	/	-14.1
CCN(CC)C1=C(c2c(C)[nH]n(-c3cc(C)ccc3C)c2=O)C(=O)N(C2CCCCC2)C1=O	-5.3	-10.5	5.0

Part of the list above, showing only mcGAS lum:
SMILES	mcGAS lum
COCC1(C(=O)N2CCNC(=O)C2CC(=O)OC)CCC1 (stereo unspecified)	-12.1
O=C(Nc1nn(Cc2ccc(C(F)(F)F)cc2)c2ccccc12)c1ccco1	-4.4
COCC(=O)N1CCN(c2cc(Oc3ccc(F)cc3C)ncn2)CC1C (stereo unspecified)	-5.9

Shown with two lines to a compound: entries from further up
Values in the order – hcGAS inh	mcGAS lum	NPYLR7 ag
CCOCCn1c(=O)c2c(nc3n(CCc4ccccc4)c(C)c(C)n23)n(C)c1=O
  -4.1	-7.7	4.2
O=C(NCCc1csc2nc(-c3cccc(F)c3)nn12)C1CC1
  -2.7	-7.3	-2.2

Reformatted with two lines to a compound: 2 of the compounds above.
Order of results – hcGAS inh	mcGAS lum	NPYLR7 ag
CCn1cc(NC(=O)Nc2ccccn2)c2ccccc21
 : -7.7	/	13.6
Cc1nn(-c2ccc(N3CCCC3)nn2)c2c1C(c1cccc(O)c1)CC(=O)N2 (stereo unspecified)
 : -2.1	/	-14.1

The results go on:
Molecule	hcGAS inh	mcGAS lum	NPYLR7 ag
Brc1ccc(OCc2nnc(-c3cccs3)o2)cc1	-6.6	-4.0	-1.7
COc1cc2c(cc1C(=O)N1CC(c3ccncc3)C1)CCC2	-6.0	-11.0	14.8
Cc1cccc(C(=O)N2CCc3c(nc(N(C)C)nc3N(C)C)C2)c1C	0.3	-2.1	-3.8
COc1ccc2cc(CCNC(=O)C(C)(C)Oc3ccc(Cl)cc3)c(=O)[nH]c2c1	4.9	0.4	0.6
CCOc1ccc(-c2nc(COC(=O)c3nnn(-c4ccc(Br)cc4)c3C)c(C)o2)cc1	-6.1	-7.3	8.3
O=C(CCC1CCN(C(=O)c2cccnc2)CC1)Nc1ccc(F)c(Cl)c1	-8.4	/	4.9
CC=CCn1c(SCCCCCCC)nc2c1c(=O)[nH]c(=O)n2C	-2.8	/	5.8
CCc1c(C)nc(-n2nc(C)cc2NC(=O)/C=C/c2ccc([N+](=O)[O-])cc2)[nH]c1=O	-0.5	0.3	-2.7
CC(CC(=O)N(C)Cc1cccn1C)c1ccc(F)cc1 (stereo unspecified)	-14.5	/	11.6
CCc1ccc(CN(Cc2ccccc2OC)C2CC2)nc1	-3.9	/	5.5
O=S(=O)(NCC1CC2c3ccccc3C1c1ccccc12)c1cccs1 (stereo unspecified)	-2.3	/	4.2
CCCCCCc1ccc(C(=O)N2CCSC2c2ccc(OCc3ccccc3)cc2)cc1 (stereo unspecified)	0.0	-5.0	21.0
CCCc1ccccc1N1C(=O)CSC1c1ccc(NC(=O)c2ccc(OC)cc2)cc1 (stereo unspecified)	-4.7	-3.6	-2.4
O=C(N1CCN(c2nccn2-c2ccccc2F)CC1)C12CC3CC(CC(C3)C1)C2	-6.5	-7.4	10.3
CC(C)(N)c1cn(C2CCN(Cc3cccn3-c3ncccn3)CC2)nn1	-3.4	/	24.1
CCOC(=O)c1c(C)n(C)c2ccc(OC(=O)c3cccc(Br)c3)cc12	0.1	2.8	-10.4
CN(Cc1ccc2c(c1)OCCO2)C(=O)Nc1ccc(F)cc1F	-10.0	/	1.0
COC(Cn1ccnc1-c1ccc2c(c1)OCCO2)c1cccs1 (stereo unspecified)	-7.2	/	5.1
O=C(CC1CSc2nccc(=O)n21)N1CCC(Cc2ccccc2)CC1 (stereo unspecified)	-5.5	/	-2.3
COC(F)(C(=O)Oc1ccc2c(c1)oc1ccccc12)C(F)(F)F (stereo unspecified)	-8.3	/	1.0
O=C(Cn1nc2c(c1NC(=O)c1cccc(Cl)c1)CSC2)NCc1ccc(F)cc1	1.2	0.0	-3.3
Cc1cc(C)cc(C(O)c2ncc(-c3ccccc3C)[nH]2)c1 (stereo unspecified)	-9.9	/	-0.4
CCC(C)NC(=O)c1csc(COc2cccc3ccccc23)n1 (stereo unspecified)	-1.4	-2.6	10.6
Cc1nc2ccccc2c(=O)n1CCC(=O)NCc1cccs1	-12.0	/	0.0
CC(C)(C)OCCN1CCCCC1c1cn[nH]c1 (stereo unspecified)	-20.7	/	0.2
COCCNC(=O)[C@@]1(OCc2cccc(Cl)c2)CC(OCc2cccc(C(F)(F)F)c2)[C@H](O)[C@H](O)C1 (stereo partly specified)	-5.6	-3.5	25.4
CC(=O)N1CN(CCN2CCOCC2)Cc2c1sc1c2CCCC1	1.2	/	0.5
CS(=O)(=O)OCCCCOS(C)(=O)=O	-3.1&-7.6	/	-7.2&-1.2
Cc1noc(C)c1C(=O)N1CCN(CC(OCc2ccc(C#N)cc2)c2cccc(N3CCCC3)c2)CC1 (stereo unspecified)	-7.6	-5.8	3.1
COc1cc(Cn2nc(C(C)C)c3cnn(-c4ccccc4)c3c2=O)cc(OC)c1	-8.4	/	7.1
COc1cccc(CN(Cc2ccc(F)cc2)CC(O)COCC(C)C)c1 (stereo unspecified)	-0.3	1.3	-6.1
CC1CN(C(=O)Nc2nn(C(C)(C)C)cc2C#N)CCO1 (stereo unspecified)	-8.9	-12.5	0.0
Cc1cc(C(=O)N2CCC2(C)C(=O)Nc2ccc3[nH]ncc3c2)nn1C (stereo unspecified)	-11.4	/	3.6
CC1(C(=O)NS(=O)(=O)c2cccc(OC(F)F)c2)CCN1C(=O)CC(c1ccccc1)c1ccccc1 (stereo unspecified)	-4.7	-4.9	-1.2
CC(C)Cc1cc(CN2CCCC(OCc3cccnc3)C2)[nH]n1 (stereo unspecified)	-8.6	/	4.6
COCCOCC(=O)NC1CCc2[nH]c3cc(Cl)cc(Cl)c3c2C1 (stereo unspecified)	-2.7	-1.5	14.2
CC12CCCCC1c1ccccc1C(CC(N)=O)=N2 (stereo unspecified)	-10.0	/	1.2
CC(C)S(=O)(=O)C(C)C(=O)NCCOc1ccc(C(F)(F)F)cc1 (stereo unspecified)	-10.1	/	1.4
Cc1nonc1CN(C)C(=O)CC1C(=O)NCCN1Cc1cccc(Oc2ccccc2)c1 (stereo unspecified)	-4.6	/	-1.9
O=C(NCC1CCCO1)C(=O)NC1CC1 (stereo unspecified)	7.4	/	1.7
Cc1onc(-c2ccccc2Cl)c1-c1n[nH]c(CCc2ccccc2)n1	-6.0	-11.0	1.9
Cc1c(C(=O)N=c2sccn2C)[nH]c2c1C(=O)CCC2	-5.2	/	7.8

As entered above:
Value for `COCCOCC(=O)NC1CCc2[nH]c3cc(Cl)cc(Cl)c3c2C1` (stereo unspecified) in mcGAS lum: -1.5
Value for `O=C(NCC1CCCO1)C(=O)NC1CC1` (stereo unspecified) in hcGAS inh: 7.4
Value for `Cc1onc(-c2ccccc2Cl)c1-c1n[nH]c(CCc2ccccc2)n1` in NPYLR7 ag: 1.9
Value for `COc1cccc(CN(Cc2ccc(F)cc2)CC(O)COCC(C)C)c1` (stereo unspecified) in NPYLR7 ag: -6.1
